# Screening results deposited in PubChem by National Center for Advancing Translational Sciences (NCATS).
# LmPK inhibitor: qHTS Assay for Inhibitors of Leishmania Mexicana Pyruvate Kinase (LmPK); Q27686; purified LmPK, Kinase-Glo ATP luminescence, 1 h; Potency, µM (series often up to 57.5 µM), without a hit: at the highest dose activity change, negative = inhibition, actives largely listed as inhibitors; actives 0.37% (n = 290,000); AID 1721, 2009; further: potency means the concentration at half of the fitted maximal effect; on the % scale 0 is the no-effect control and ±100 the full control effect
# Target sequence (Q27686 whole entry, looked up): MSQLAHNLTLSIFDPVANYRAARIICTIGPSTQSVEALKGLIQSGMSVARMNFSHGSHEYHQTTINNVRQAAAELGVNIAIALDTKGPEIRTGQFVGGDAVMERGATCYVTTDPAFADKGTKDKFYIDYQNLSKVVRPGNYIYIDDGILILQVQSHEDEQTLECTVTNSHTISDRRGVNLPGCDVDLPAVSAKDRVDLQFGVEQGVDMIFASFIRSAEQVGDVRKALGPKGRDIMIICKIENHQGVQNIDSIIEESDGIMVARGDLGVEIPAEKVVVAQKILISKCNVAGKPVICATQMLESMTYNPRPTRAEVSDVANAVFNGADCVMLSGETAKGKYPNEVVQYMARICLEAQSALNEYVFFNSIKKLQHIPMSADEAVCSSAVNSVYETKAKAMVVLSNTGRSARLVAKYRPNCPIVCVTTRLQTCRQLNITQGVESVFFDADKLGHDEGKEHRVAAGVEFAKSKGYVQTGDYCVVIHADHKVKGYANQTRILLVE
#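 Purified LmPK (0.1 nM) with 0.5 mM PEP and 0.1 mM ADP in imidazole buffer pH 7.2 with MgCl2/KCl, 1 h at room temperature. ATP formed was read by luciferase luminescence and normalized to no-enzyme and uninhibited controls.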
# CHX counter: Cycloheximide Counterscreen for Small Molecule Inhibitors of Shiga Toxin | cell reporter, cycloheximide protein synthesis inhibition counterscreen | max response, % | actives 12% (n = 300,000) | AID 2314, 2010; in the data active means max response mostly above about 13%, no sharp cut-off; inactive means mostly below about 14%; further: read at 38.3 µM for the half of the compounds with a filed dose; 0% is about no effect
# AmpC no deterg: qHTS Inhibitors of AmpC Beta-Lactamase (assay without detergent). P00811. AmpC nitrocefin hydrolysis, absorbance 480 nm, 0.0001% Triton. Potency, µM (doses to about 57.1 µM), without a hit: top-dose activity change, negative = inhibition, most hits filed as inhibitors. actives 0.52% (n = 330,000). AID 485341, 2010;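 further: potency means the concentration at half of the fitted maximal effect; plate controls were no compound for no effect and no enzyme for full effect; nearly all actives have a fitted effect of over 20% in size; some results filed as inactive show a strong effect at the top dose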
# Target sequence (P00811 whole entry, looked up): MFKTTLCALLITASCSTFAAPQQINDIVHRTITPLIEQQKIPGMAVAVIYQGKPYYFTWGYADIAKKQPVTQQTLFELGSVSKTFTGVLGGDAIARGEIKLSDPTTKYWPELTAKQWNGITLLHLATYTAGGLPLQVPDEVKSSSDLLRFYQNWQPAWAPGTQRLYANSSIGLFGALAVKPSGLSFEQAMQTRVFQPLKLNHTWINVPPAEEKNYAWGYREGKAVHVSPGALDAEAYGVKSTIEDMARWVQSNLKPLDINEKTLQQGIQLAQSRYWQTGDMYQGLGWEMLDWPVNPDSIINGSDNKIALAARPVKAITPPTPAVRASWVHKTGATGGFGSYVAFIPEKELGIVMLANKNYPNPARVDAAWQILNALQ
#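 20 mM phosphate pH 7.0 + 0.01% (detergent screen) or 0.0001% Triton X-100; 5.3 nM AmpC reagent; cpd preinc 15 min RT; nitrocefin (800 uM stock) to start; A480 q20 s × 4 min; Activity was normalised to no-enzyme and no-compound control wells.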
# Pf growth 48h: Primary qHTS for delayed death inhibitors of the malarial parasite plastid, 48 hour incubation | Potency, µM (doses to about 28.7 µM), for inactives: at the top dose activity change, negative = inhibition, most hits filed as inhibitors | P. falciparum luciferase growth in erythrocytes, 48 h | AID 504832, 2011 | actives 5.9% (n = 310,000); further: potency means the concentration at half of the fitted maximal effect; on the % scale 0 is the no-effect control and ±100 the full control effect
#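 Compounds are pin-transferred into medium, infected erythrocytes (2% hematocrit, 0.1% parasitemia final) are added, and plates sit one parasite generation at 37 C in 5% CO2. Detection reagent is then added and luminescence measured.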
# Shiga toxin inh: A qHTS for Small Molecule Inhibitors of Shiga Toxin; Vero cells, Shiga toxin protein synthesis inhibition reporter; inhibition, % at 38.7 µM; actives 9.2% (n = 290,000); AID 2315, 2010; in the data active means inhibition mostly above about 28%, no sharp cut-off; inactive means mostly below about 43%; further: 0% is about no effect
# Tb PYK inh: qHTS of Trypanosoma Brucei Inhibitors. actives 0.12% (n = 410,000). TbPYK enzyme, Kinase-Glo Plus ATP luminescence, 45 min. Potency, µM (top dose mostly 76.8 µM), for the others: at the highest dose activity, negative = inhibition, most hits filed as inhibitors. pyruvate kinase (Trypanosoma brucei), Q57TT1; further: potency means the concentration at half of the fitted maximal effect; on the % scale 0 is the no-effect control and ±100 the full control effect; nearly all actives have a fitted effect of over 50% in size
#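 Readout: single end-point luminescence (Kinase-Glo Plus, 10 min). Reaction conditions were TbPYK/substrate plus 130 uM ADP, 45 min at RT, pH 7.2 TEA buffer. No-enzyme wells served as controls, and data were normalized before concentration-response fitting.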
# Pf growth 96h: Primary qHTS for delayed death inhibitors of the malarial parasite plastid, 96 hour incubation; P. falciparum luciferase reporter growth, 96 h; Potency, µM (series often up to 28.7 µM), inactives show at the highest dose activity change, negative = inhibition, most hits filed as inhibitors; actives 6.9% (n = 320,000); AID 504834, 2011; further: potency means the concentration at half of the fitted maximal effect; on the % scale 0 is the no-effect control and ±100 the full control effect
#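 P. falciparum expressing integrated firefly luciferase grown in erythrocytes (2% hematocrit, 0.05% parasitemia final) with compounds for 96 hours at 37 C, 5% CO2. Growth inhibition read as loss of luminescence after adding luciferase detection reagent.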
# * = called active by the depositor; ? = inconclusive; · = no result given; [ ] = dose if it differs, or a comment. Unless noted, the call rests on the fitted dose curve; in most records, active means well fitted curve in the direction sought with a large enough effect; inconclusive means small, poorly fitted or top-dose-only effect, or another doubt; inactive means no such curve, though single readings can be large; an effect the other way counts as inactive or inconclusive.
SMILES,LmPK inhibitor,CHX counter,AmpC no deterg,Pf growth 48h,Shiga toxin inh,Tb PYK inh,Pf growth 96h
Cc1ccc(NC(=S)N(CCCN2CCCC2)Cc2cccn2Cc2ccc(Cl)cc2)cc1,1%,-7,0%,?,-13,-12%,22%
O=C(CSc1nnc(NC(=O)c2ccccc2F)s1)NCc1ccc(F)cc1,1%,41*,-21%,71%[activator],107*,2%,47%[activator]
CC(C(=O)N1CCOCCOCCOCCOCCOCC1)N1C(=O)c2ccccc2C1=O (stereo not given),-8%,-7,29%,3%,-6,-14%,22%
Cc1cc2c(cc1S(=O)(=O)N(C)C1CCCCC1)OCC(=O)N2,0%,1,-48%,10%,-2,7%,-6%
Cc1cccc(NC(=O)c2ccc3c(c2)C(=O)N(c2ccccc2C)C3=O)n1,·,·,-14%,80%[activator],·,1%,94%
CCC(=O)Nc1nc2c(c(=O)[nH]1)CCCC2,2%,-6,-12%,-3%,14,-3%,?
Cc1onc(-c2ccccc2Cl)c1C(=O)OCc1nnc(-c2ccccc2)o1,·,·,-2%,?,·,-14%,?
O=C(CSC1CC(=O)N(c2ccc(C(=O)O)cc2)C1=O)Nc1ccc(Cl)cc1 (stereo not given),3%,-1,-17%,2%,13,-9%,12µM*
O=C(NN=C1CCCC1)c1cccc(Br)c1,1%,26*,-16%,7%,87*,0%,15%
COC(=O)CN1C(=O)Nc2ccc(Br)cc2C1c1ccccc1Cl (stereo not given),11%,1,48%,·,-17,0%,·
CC(C)CC(OC(=O)c1ccco1)C(=O)NC1CCCC1 (stereo not given),-2%,-2,10%,3%,-2,-2%,2%
CCC(O)(c1ccc(OC)cc1)C(CN1CCOCC1)c1ccccc1 (stereo not given),-2%[11.5 µM],-8,135%[activator],?,-18,-2%,?
Cc1cc(N2C(=O)C(O)=C(C(=O)c3ccco3)C2c2ccc(Cl)cc2)no1 (stereo not given),21%,-2,-39%,-12%,20,-8%,?
COC(C[C@H](O)[C@@H](C)[C@@H](O)COCc1ccccc1)OC,0%,-7,44%,48%[activator],-7,-4%,68%[activator]
COc1ccccc1OCC(=O)NNC(=O)c1ccc2c(=O)n3c(nc2c1)CCC3,0%,13,16%,96%[activator],-9,3%,10%
CC(=O)c1cccc(NC(=O)CSCc2ccccc2)c1,3%,39*,-22%,13%,71*,-2%,60%[activator]
CC(C)(C)c1ccc(OCC(=O)N/N=C/c2ccsc2)cc1,0%,8,-23%,-17%,15,3%,-36%
O=C(Cn1c(=O)oc2cc(S(=O)(=O)N3CCc4ccccc43)ccc21)NC1CCCC1,17%,-6,-35%,·,17,-4%,?
COc1ccc(N2CCN(c3ccc(N)cc3C#N)CC2)cc1,0%,1,-13%,-25%,-6,-21%,-27%
CC(C)c1ccc(N(CC(=O)NC(C)(C)C)C(=O)CCC(=O)Nc2nccs2)cc1,7%,-4,50%,-4%,-7,4%,?
CCOC(=O)C1CCN(S(=O)(=O)c2c(C)n[nH]c2C)CC1,0%,-2,-4%,24%,-9,-6%,24%
Cc1onc(-c2ccccc2)c1C(=O)Nc1ccc2c(C)cc(=O)oc2c1,0%,0,-15%,?,14,3%,?
COc1ccc(NC(=O)CSc2nncn2C)cc1OC,-6%,-3,-8%,-13%,-8,0%,6%
CCCCCn1c2nc3ccccc3nc2c2c(=O)n(CC(C)C)cnc21,12%,-4,-7%,·,-20,2%,2.9µM*
O=C(COc1ccccc1)N=C1SC2CS(=O)(=O)CC2N1c1cccc(F)c1 (stereo not given),-4%,5,3%,17%,-8,-8%,?

# Part of the list above, limited to AmpC no deterg, Shiga toxin inh and Pf growth 96h:
SMILES | AmpC no deterg | Shiga toxin inh | Pf growth 96h
CCC(O)(c1ccc(OC)cc1)C(CN1CCOCC1)c1ccccc1 (stereo not given) | 135%[activator] | -18 | ?
Cc1cc(N2C(=O)C(O)=C(C(=O)c3ccco3)C2c2ccc(Cl)cc2)no1 (stereo not given) | -39% | 20 | ?
COC(C[C@H](O)[C@@H](C)[C@@H](O)COCc1ccccc1)OC | 44% | -7 | 68%[activator]
COc1ccccc1OCC(=O)NNC(=O)c1ccc2c(=O)n3c(nc2c1)CCC3 | 16% | -9 | 10%
CC(=O)c1cccc(NC(=O)CSCc2ccccc2)c1 | -22% | 71* | 60%[activator]

# Next part
SMILES,LmPK inhibitor,CHX counter,AmpC no deterg,Pf growth 48h,Shiga toxin inh,Tb PYK inh,Pf growth 96h
CCOC(=O)Cn1cc(C(=O)C(C)(C)C)c2ccccc21,4%,1,7%,0%,22,-7%,2%
CC1CCc2sc(C(=O)NCC(C)(C)N3CCOCC3)cc2C1 (stereo not given),·,·,30%,?,·,8%,?
Cc1ccc(S(=O)(=O)N2CCC(=O)N(C(COCc3cccc(C)c3)C(C)C)CC2)cc1 (stereo not given),4%,-3,166%[activator],10µM*,-12,-9%,13µM*
O=C(NCc1nnc(SC/C=C/c2ccccc2)o1)c1ccco1,9%,1,-20%,·,-4,0%,0%
O=C(Cc1ccc(S(=O)(=O)N2CCOCC2)s1)NC1CCCCC1,·,·,-21%,?,·,-10%,?
CC1(NC(=O)c2ccccc2)CCN(CCCc2ccccc2)C1=O (stereo not given),·,·,2%,26%,·,-11%,?
CNC(=O)ON(C(=O)NC)C1N(C)C(=S)SC1(C)C (stereo not given),4%,13*,-33%,6%,22,-1%,·
Cc1ccccc1NC(=O)Nc1ccccc1C(=O)NCc1ccccc1,-1%,-2,-30%,-1%,10,-7%,0%
Nc1cccc2nc3ccccc3cc12,-4%,-1,-30%,·,-20,-12%,?
Cc1ccc(C(=O)n2nc(-n3cccc3)c3c(C)cc(C)nc32)cc1,7%,-5,11%,466%[activator],12,1%,42%[activator]
CN(C)/C=C(/C(=O)c1ccc(Cl)cc1)S(=O)(=O)c1ccccc1,-2%,51*,-16%,?,64*,0%,-3%
CC12CCC(C(=O)Nc3cccnc3)(CC1=O)C2(C)C (stereo not given),-1%,-2,-21%,-5%,-6,0%,·
COc1ccc(NC(=O)CCCc2c[nH]c3ccccc23)cc1OC,3%,11,-3%,7%,-4,-1%,11%
O=C1NCCN1Cc1ccccc1F,2%,-4,14%,?,-8,10%,-18%
CC[n+]1c(-c2ccc(C)cc2)csc1Nc1c(C)n(C)n(-c2ccccc2)c1=O,2%,-5,61%[activator],-7%,-12,-1%,?
Cc1ccc(SCCNC(=O)c2ccc([N+](=O)[O-])c(C)c2)cc1,-1%,1,-28%,4%,-8,-3%,0%
OCCn1c(SC2CCCCC2)nc2ccccc21,-1%,-2,-28%,-7%,-17,2%,7%
CCCn1nnnc1NC(=O)c1ccc(C)cc1Cl,-6%,12,-25%,-17%,9,1%,?
Cc1nn2c(-c3ccncc3)ccnc2c1Cl,-1%,-4,-16%,?,5,0%,-3%
Cc1ccccc1NC1=C(Cl)C(=O)OC1OC(C)C (stereo not given),-3%,6,-7%,·,-6,4%,-3%
CCCN(CC(=O)Nc1ccccc1C)C(=O)c1ccc2c(c1)S(=O)(=O)N=C1CCCCCN12,·,·,-30%,-8%,·,-6%,-9%
CC(=O)c1c(C)[nH]c(C(=O)NCCc2ccc(Cl)cc2)c1C,-1%,16*,-35%,0%,36,-17%,2%
O=C(CC1Oc2ccccc2NC1=O)NCCCN1CCCC1=O (stereo not given),9%,-6,-19%,·,45,-4%,?
OCCCCNCc1ccc(OCc2ccc(Cl)cc2Cl)cc1,0%,-8,68%[activator],13µM*,-19,-13%,15µM*
Cc1nn(-c2ccccc2)c(C)c1/C=N/NC(=O)c1cnccn1,-2%,16*,-4%,27%,40,-2%,23%

# More compounds follow.
SMILES,LmPK inhibitor,CHX counter,AmpC no deterg,Pf growth 48h,Shiga toxin inh,Tb PYK inh,Pf growth 96h
COc1ccccc1CNC(=O)COC(=O)c1ccccc1SCC(=O)N1CCCC1,·,·,-19%,?,·,-2%,?
COc1cc(C(C(=O)NC2CCCC2)N(Cc2ccccc2)C(=O)c2snc(C(N)=O)c2N)ccc1O (stereo not given),4%,-4,0%,-29%,-1,1%,-1%
Cc1ccc(C)c(NC(=O)CCN2CC(C)OC(C)C2)c1 (stereo not given),7%,-1,1%,?,-4,4%,-25%
O=C(CSCc1ccccc1)N/N=C/c1cc2c(cc1Br)OCO2,0%,-3,-42%,3%,-6,-1%,207%[activator]
CCCCn1c(N)c(N(CC(C)C)C(=O)c2ccncc2)c(=O)[nH]c1=O,·,·,-7%,8%,·,9%,24%
Cc1ccc(-c2[nH]c3ccccc3c2C(C[N+](=O)[O-])c2ccco2)cc1 (stereo not given),1%,20*,-26%,9.3µM*,25,3%,·
COc1ccc(NC(=O)Cc2c(F)c(F)c(F)c(F)c2F)cc1OC,-2%,-3,-21%,-6%,-2,2%,2%
Cc1nc(N(C)Cc2ccccc2)c2c(C)c(C)sc2n1,-1%,-2,-1%,3%,-1,?,36%[activator]

# Fetched by compound from the entries so far, seven records:
SMILES,LmPK inhibitor,CHX counter,AmpC no deterg,Pf growth 48h,Shiga toxin inh,Tb PYK inh,Pf growth 96h
Cc1ccc(SCCNC(=O)c2ccc([N+](=O)[O-])c(C)c2)cc1,-1%,1,-28%,4%,-8,-3%,0%
CCOC(=O)Cn1cc(C(=O)C(C)(C)C)c2ccccc21,4%,1,7%,0%,22,-7%,2%
Nc1cccc2nc3ccccc3cc12,-4%,-1,-30%,·,-20,-12%,?
Cc1onc(-c2ccccc2)c1C(=O)Nc1ccc2c(C)cc(=O)oc2c1,0%,0,-15%,?,14,3%,?
COC(C[C@H](O)[C@@H](C)[C@@H](O)COCc1ccccc1)OC,0%,-7,44%,48%[activator],-7,-4%,68%[activator]
CCCN(CC(=O)Nc1ccccc1C)C(=O)c1ccc2c(c1)S(=O)(=O)N=C1CCCCCN12,·,·,-30%,-8%,·,-6%,-9%
Cc1onc(-c2ccccc2Cl)c1C(=O)OCc1nnc(-c2ccccc2)o1,·,·,-2%,?,·,-14%,?

# Entries listed so far containing a nitro group on carbon, in the order listed:
SMILES,LmPK inhibitor,CHX counter,AmpC no deterg,Pf growth 48h,Shiga toxin inh,Tb PYK inh,Pf growth 96h
Cc1ccc(SCCNC(=O)c2ccc([N+](=O)[O-])c(C)c2)cc1,-1%,1,-28%,4%,-8,-3%,0%
Cc1ccc(-c2[nH]c3ccccc3c2C(C[N+](=O)[O-])c2ccco2)cc1 (stereo not given),1%,20*,-26%,9.3µM*,25,3%,·
